# WRN helicase inh – WRN helicase (human) inhibition; Q14191; Potency, µM (series often up to 114 µM), without a hit: top-dose activity change, negative = inhibition, hits mostly inhibitors; actives 0.46% (n = 360,000); WRN helicase unwinding, fluorescent forked duplex, kinetic; note: potency is the fitted concentration of half-maximal effect; % is set by controls: 0 for no effect and ±100 for the full control effect; nearly all actives have a fitted effect of over 55% in size
#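 Kinetic red-fluorescence monitoring (525/598 nm) tracks WRN helicase activity after 100 nM fluorophore-quencher forked duplex and 2 mM ATP are added to 20 nM enzyme pretreated 15 min at room temperature with compound.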
# EPAC2 ag – EPAC2 (human) agonism; Potency, µM (top dose mostly 154 µM), for inactives: at the top dose activation, usual class: activators; AID 720711; EPAC2 activation, biochemical qHTS; response scale: 100% = 6.5 mM cAMP response; Q8WZA2; actives 0.079% (n = 360,000); note: potency is the fitted concentration of half-maximal effect; nearly all actives have a fitted effect of over 50% in size
#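 In this primary screen, activation is scored as increased exchange of BODIPY-GDP from Rap1B by 100 nM EPAC2, with 50 uM GDP as competitor. Signal is normalized to the 6.5 mM cAMP agonist control.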
# EPAC1 antagonist – antagonists of human EPAC1; O95398; EPAC1 GEF assay, Rap1b-BODIPY-GDP exchange fluorescence; Potency, µM (top dose mostly 115 µM), without a hit: top-dose activity change, negative = inhibition, hits mostly inhibitors; actives 0.14% (n = 360,000);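 note: potency is the fitted concentration of half-maximal effect; plate controls were vehicle for no effect and positive control for full effect; nearly all actives have a fitted effect of over 50% in size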
# Target sequence (O95398 whole entry, looked up): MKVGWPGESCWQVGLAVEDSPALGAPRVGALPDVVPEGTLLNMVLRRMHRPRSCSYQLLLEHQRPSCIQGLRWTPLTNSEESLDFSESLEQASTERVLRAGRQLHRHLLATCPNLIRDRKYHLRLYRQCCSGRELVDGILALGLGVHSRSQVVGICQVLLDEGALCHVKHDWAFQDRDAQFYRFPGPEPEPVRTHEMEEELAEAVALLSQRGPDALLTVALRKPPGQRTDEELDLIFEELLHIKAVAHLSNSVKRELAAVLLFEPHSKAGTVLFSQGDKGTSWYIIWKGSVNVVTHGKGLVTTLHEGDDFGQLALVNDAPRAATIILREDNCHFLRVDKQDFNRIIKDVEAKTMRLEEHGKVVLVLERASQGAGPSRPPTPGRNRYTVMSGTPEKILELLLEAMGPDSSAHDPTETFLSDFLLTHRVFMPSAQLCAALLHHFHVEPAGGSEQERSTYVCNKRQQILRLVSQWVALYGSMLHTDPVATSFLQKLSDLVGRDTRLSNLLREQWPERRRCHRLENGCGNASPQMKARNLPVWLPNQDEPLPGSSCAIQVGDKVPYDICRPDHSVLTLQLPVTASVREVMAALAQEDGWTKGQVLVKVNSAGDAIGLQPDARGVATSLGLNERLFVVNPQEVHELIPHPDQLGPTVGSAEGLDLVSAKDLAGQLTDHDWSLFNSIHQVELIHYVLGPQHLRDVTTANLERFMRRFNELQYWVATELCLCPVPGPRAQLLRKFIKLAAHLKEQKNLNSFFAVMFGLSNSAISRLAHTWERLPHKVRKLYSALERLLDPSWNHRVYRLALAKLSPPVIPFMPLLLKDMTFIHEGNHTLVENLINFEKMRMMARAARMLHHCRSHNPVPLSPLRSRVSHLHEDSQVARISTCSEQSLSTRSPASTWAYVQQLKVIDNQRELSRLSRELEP
# CCT chaperon mod – cytosolic chaperonin activity modulation; activity change, % (test concentration not listed), hits read low; purified chaperonin ATPase assay, HTRF ADP detection, 30 min; actives 0.3% (n = 360,000); in the data active = activity change below about -30%; note: % is set by controls: 0 for no effect and ±100 for the full control effect
#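 TRiC at 40 or 20 nM final (batch-dependent) in 30 mM Tris pH 7.4, 100 mM KCl, 5 mM MgCl2, 1 mM DTT, with compound at single 76 uM and 10 uM ATP, 30 min at 37 deg C. ADP detected by HTRF Transcreener, 665/615 ratio.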
# IL2 activator – IL-2 activation; IL-2 activation reporter assay, cell-based qHTS; stimulated with anti-CD3/CD4/CD28 beads; in transgenic mouse T cells; activation, % (series mostly up to about 46 µM); actives 0.065% (n = 360,000); AID 652025; in the data active = activation above about 50%; inconclusive = mostly about 30% to 49%; note: 0% is about no effect
#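 Using fluorescent plate cytometry, EGFP and DsRed are detected in transgenic mouse T cells stimulated 18 h at 37 degrees C with antibody-coated beads after 60 min compound pretreatment.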
# EPAC1 agonist – activates human EPAC1 exchange factor; O95398; EPAC1 agonist qHTS, biochemical assay; response scale: 100% = response to 6.5 mM cAMP; Potency, µM (doses to about 154 µM), for the others: at the top dose activation, most hits filed as activators; actives 0.073% (n = 360,000); AID 720707; note: potency is the fitted concentration of half-maximal effect; nearly all actives have a fitted effect of over 60% in size
#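 Nucleotide exchange by EPAC1 (100 nM) on Rap1B–BODIPY-GDP (250 nM) in the presence of 50 uM GDP is tracked fluorescently at 480/540 nm over 30 min. Signals are normalized to a 6.5 mM cAMP control.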
# PLK1 PBD block – PLK1 (human) polo-box domain binding inhibition. P53350. Plk1 PBD binding of FITC phosphopeptide, fluorescence polarization. Potency, µM, without a hit: max response, negative = inhibition, usual class: inhibitors. actives 2.8% (n = 360,000). AID 720504; note: potency is the fitted concentration of half-maximal effect; series mostly up to about 57 µM; % is set by controls: 0 for no effect and ±100 for the full control effect; nearly all actives have a fitted effect of over 65% in size
# PI5P4Ka inh – inhibitors of human PI5P4K alpha | P48426 | max response, % | AID 652105 | PI5P4Kalpha enzyme, ADP-Glo luminescence, 60 min; hits give low values | actives 1.2% (n = 330,000); active = max response of -50% or lower; inconclusive = between -30% and -50%; inactive = -30% or higher; note: value at the top dose of about 77 µM; % is set by controls: 0 for no effect and ±100 for the full control effect
#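 Quantitative HTS of the MLSMR library against PI5P4Kalpha with substrate. ATP added last at 5 microM final; room temperature, 60 minutes. Remaining ATP depleted, ADP converted and read as luminescence.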
# * = called active by the depositor; ? = inconclusive; · = no result given; [ ] = dose if it differs, or a comment. Unless noted, calls come from the whole dose curve; as a rule, active = well fitted curve in the direction sought with a large enough effect; inconclusive = small, poorly fitted or top-dose-only effect, or another doubt; inactive = no such curve, though single readings can be large; an effect the other way counts as inactive or inconclusive. Some of the compounds tested; count on the stated rates, not on these rows.
# Results follow in this order: WRN helicase inh, EPAC2 ag, EPAC1 antagonist, CCT chaperon mod, IL2 activator, EPAC1 agonist, PLK1 PBD block, PI5P4Ka inh
> Cc1cccc(OCCNc2nc3c(c(=O)n(C)c(=O)n3C)n2C)c1
→ -3%, 7%, -6%, -0.8, -0.4, 10%, -7%, -6
> CCCCCCc1cc2cc(C(=O)Nc3ccccc3)c(=O)oc2cc1O
→ -10%, 1%, 9%, 2.1, -2.4, 6%, -10%, 4
> O=C(OCc1cccc(F)c1)c1cc2ccccc2cc1O
→ 4%, 2%, 3%, 0.5, -0.4, -1%, -9%, 26
> Cc1ccc(S(=O)(=O)N2CCOCC(=O)NCCOCCNC(=O)COCC2)cc1
→ 5%, 4%, 9%, 0.3, -0.1, -8%, 1%, -5
> CCCC(=O)C1=C(O)C(C(=O)OC)C(C)(C)CC1=Nc1ccc(N)cc1 (configuration not stated)
→ 3%, 6%, 0%, -1.8, -1.2, 13%, -5%, ·
> O=S(=O)(O)c1nc2ccccc2n1Cc1ccc(Cl)cc1
→ -2%, -2%, -6%, -0.7, -1.9, -2%, -10%, 1
> O=C(NC(Cc1c[nH]c2ccccc12)C(=O)N/N=C/c1ccc(Br)cc1)c1cccs1 (configuration not stated)
→ -6%, 6%, -2%, 2.0, 4.1, 13%, -10%, 9
> Cc1cc(Cl)cc(Br)c1OCCCCn1cncn1
→ -6%, 6%, 11%, -0.1, -0.2, 2%, -1%, 3
> Cc1occc1C(=O)Nc1ccc2c(c1)OCO2
→ 2%, -6%, 8%, -1.0, -2.7, 0%, 2%, -14
> COC(=O)c1ccc(C(=O)OC)c(NC(=S)N2CCOCC2)c1
→ 1%, 8%, -21%, -2.0, 5.7, 2%, -11%, -4
> COc1ccc(NC(=O)C(C)N2c3cccc4cccc(c34)S2(=O)=O)cc1OC (configuration not stated)
→ -5%, 9%, 0%, 0.9, -3.3, 7%, -4%, ·
> COc1ccc(S(=O)(=O)N2CCOCC2)cc1NC(=O)COC(=O)C1CC1C (configuration not stated)
→ 5%, 3%, 1%, -2.9, 0.0, -1%, 0%, 2
> Cc1cc(C)c2[nH]c(C)c(CN3CCCCCC3)c(=O)c2c1
→ 9%, -2%, -11%, -0.2, -0.2, 0%, -5%, -3
> CC(=O)NNC(=O)c1[nH]c2ccc(Br)cc2c1-c1ccccc1
→ -10%[57.1 µM], -4%, 6%, -0.2, -4.1, -15%, -4%, -1
> C=CCN(CC=C)CCOc1cccc(Oc2ccccc2)c1
→ 2%, 12%, -16%, -0.3, -1.8, -4%, 4%, 12
> O=C(Nc1nc2ccccc2[nH]1)C1CCN(C(=O)c2ccc(F)cc2)CC1
→ -16%, 0%, 4%, 0.2, 0.9, 8%, -3%, 6
> CN1C(=O)CSC1=S
→ 0%, -4%, 9%, -2.0, 1.6, -17%, -1%, -1
> Cc1cnn(CCC(=O)NNC(=S)NCC(C)C)c1
→ 10%, 17%, 7%, -8.7, -0.2, 0%, -3%, -2
> CC(C)CC(=O)NCc1ccc2[nH]c3c(c2c1)CCCC3
→ 1%, 1%, -7%, -8.1, 0.0, 4%, -3%, -5
> Nc1ccc2c(c1)-c1ccccc1S(=O)(=O)N2
→ -33%, 0%, 8%, -2.3, 2.7, 2%, -9%, ?

# Further entries
# Results follow in this order: WRN helicase inh, EPAC2 ag, EPAC1 antagonist, CCT chaperon mod, IL2 activator, EPAC1 agonist, PLK1 PBD block, PI5P4Ka inh
> c1ccc(CCn2nnnc2CN2CCCc3ccccc32)cc1
→ 1%, 11%, -14%, -0.3, 0.6, 1%, 13µM*, 7
> COc1ccc(S(=O)NC2CCCCC2)c(OC)c1C (configuration not stated)
→ -8%[57.1 µM], -6%, 1%, -0.2, -3.5, 5%, -19%, -10
> Cc1cc(C)n(CC(=O)N/N=C/c2ccccn2)n1
→ 1%, 6%, -7%, -0.9, -1.0, 10%, -6%, 3
> N#CCOc1ccccc1CNC[C@H]1O[C@@H](n2cnc3c(=O)[nH]c(N)nc32)[C@H](O)[C@@H]1O
→ 4%, 2%, 16%, 1.7, -0.2, -10%, 2%, -2
> O=C(CSC1CC(=O)N(CCc2ccccc2)C1=O)Nc1cccc(Cl)c1 (configuration not stated)
→ ?, 10%, -19%, -5.1, -4.3, -6%, ?, 2
> Cc1ccc2c(c1)c1cccc3c1n2CCN3CCC(N)=O
→ 2%, -16%, 5%, 0.1, 0.1, 2%, -2%, -18
> CCn1c(SCC(=O)N2CCc3ccccc3C2)nc2c1c(=O)n(C)c(=O)n2C
→ 0%, -6%, 11%, 0.1, 0.7, 4%, -1%, ·
> O=C(Nc1ccc(Cl)c(S(=O)(=O)N2CCOCC2)c1)[C@@H]1CCCN1C(=O)c1cccs1
→ -15%, 3%, 10%, -2.9, 0.7, 7%, -4%, 0
> Cc1ccc(C(=O)OCC(=O)NCc2ccccc2)cc1S(=O)(=O)N1CCCCC1
→ -7%, 11%, 0%, 0.1, -0.4, 8%, 4%, -1
> Cc1noc(C)c1S(=O)(=O)N(C)C[C@H]1Oc2c(cccc2N(C)C)C(=O)N([C@H](C)CO)C[C@@H]1C
→ -5%, -1%, 3%, -0.9, 0.2, -9%, -11%, 4
> COc1ccc(C(O)c2nc(-c3cnc4ccccc4c3)cs2)cc1 (configuration not stated)
→ 2%, 4%, -18%, 1.3, 0.0, -2%, 2%, -8
> Cc1cc(=O)[nH]c(SCC(=O)NN(c2ccccc2)c2ccccc2)n1
→ -7%, 15%, -29%, -3.1, -2.2, -11%, -2%, -1
> CNC(=S)N(C1=NCC(c2ccc([N+](=O)[O-])cc2)S1)c1ccccc1 (configuration not stated)
→ 8%, 8%, 15%, 0.9, 0.0, 13%, -25%, 1
> COc1ccc(C(C(=O)NC2CCCCC2)N(C(=O)c2snc(C(N)=O)c2N)c2ccccc2OC)cc1 (configuration not stated)
→ -20%, -5%, ?, -0.7, -3.2, 10%, -6%, 2
> O=C(Cc1cccc([N+](=O)[O-])c1)Nc1ccccc1
→ 1%, 11%, -1%, -1.6, -4.3, 5%, -8%, 5
> CCOc1nc2ccccc2cc1C=O
→ -7%, -9%, -8%, 0.4, -0.5, -6%, -1%, -7
> COc1ccc(CC(=O)OCC(=O)c2c[nH]c3ccccc23)cc1
→ -11%, 22%, -20%, -1.5, 0.1, 13%, -5%, 2
> CCN1C(=O)CC(N2CCN(C(c3ccccc3)c3ccccc3)CC2)C1=O (configuration not stated)
→ -8%, 4%, 5%, 0.0, -0.8, 2%, 2%, 1
> CC(C)Cn1c(N)c(C(=O)COC(=O)c2ccncc2)c(=O)n(C)c1=O
→ -28%, -4%, -16%, -1.1, 0.2, 9%, -4%, 6
> CCCN1CCN(CCCNC(=O)c2cc3c(=O)[nH]c4ccccc4c3s2)CC1
→ 38%[activator], 6%, -11%, -2.1, -1.8, 2%, -2%, 1

# (continued)
# Short keys – A = WRN helicase inh; B = EPAC2 ag; C = EPAC1 antagonist; D = CCT chaperon mod; E = IL2 activator; F = EPAC1 agonist; G = PLK1 PBD block; H = PI5P4Ka inh
> O=[N+]([O-])c1ccccc1Sc1nccn1Cc1ccccc1
  A = -8%	B = -3%	C = -3%	D = -3.2	E = -0.7	F = -5%	G = 2%	H = 8
> CCn1c(=O)n(CC(=O)Nc2cc(OC)c(OC)c(OC)c2)c(=O)c2ccccc21
  A = 5%	B = 9%	C = -1%	D = -1.3	E = -0.6	F = 7%	G = -7%	H = ·
> C#CCOCCOCCOCCNc1nc(N2CCN(C(=O)[C@H](CCCCN)n3cc(CN)nn3)CC2)nc(N2CCN(C(=O)[C@H](CO)n3cc([C@@H](N)C(C)C)nn3)CC2)n1
  A = -11%	B = 7%	C = -24%	D = 0.0	E = 0.3	F = 0%	G = -16%	H = 4
> Cc1ccc(C)c(S(=O)(=O)N2CCC(c3nc4c(nnn4Cc4ccc(F)cc4)c(=O)[nH]3)CC2)c1
  A = -8%	B = 6%	C = ?	D = -2.9	E = 2.3	F = 1%	G = -7%	H = 1
> COc1ccccc1/C=N/NC(=O)c1cc2c(ccc3ccccc32)o1
  A = 2%	B = 14%	C = -11%	D = -0.4	E = -4.7	F = -5%	G = -13%	H = -4
> CCCCCC(=O)N1C[C@H](O)[C@@H](n2cc(COC(=O)c3ccccc3)nn2)C[C@@H]1c1ccccc1
  A = 0%	B = 18%	C = -2%	D = -2.5	E = -1.1	F = 6%	G = -8%	H = -3
> O=C(N/C(=C\c1ccc([N+](=O)[O-])cc1)C(=O)N1CCCCC1)c1ccccc1
  A = -2%	B = 0%	C = -1%	D = 0.5	E = -0.8	F = 7%	G = -4%	H = 2
> CCN(CC)c1nc(Oc2ccc(C(=O)NN)cc2)nc(Oc2ccc(C(=O)NN)cc2)n1
  A = 4%[57.1 µM]	B = 1%	C = -3%	D = -2.4	E = -0.1	F = 12%	G = -16%	H = 4

# Compounds from the list above that have an aryl methoxy group, in the order listed:
# Short keys – A = WRN helicase inh; B = EPAC2 ag; C = EPAC1 antagonist; D = CCT chaperon mod; E = IL2 activator; F = EPAC1 agonist; G = PLK1 PBD block; H = PI5P4Ka inh
> COc1ccc(NC(=O)C(C)N2c3cccc4cccc(c34)S2(=O)=O)cc1OC (configuration not stated)
  A = -5%	B = 9%	C = 0%	D = 0.9	E = -3.3	F = 7%	G = -4%	H = ·
> COc1ccc(S(=O)(=O)N2CCOCC2)cc1NC(=O)COC(=O)C1CC1C (configuration not stated)
  A = 5%	B = 3%	C = 1%	D = -2.9	E = 0.0	F = -1%	G = 0%	H = 2
> COc1ccc(S(=O)NC2CCCCC2)c(OC)c1C (configuration not stated)
  A = -8%[57.1 µM]	B = -6%	C = 1%	D = -0.2	E = -3.5	F = 5%	G = -19%	H = -10
> COc1ccc(C(O)c2nc(-c3cnc4ccccc4c3)cs2)cc1 (configuration not stated)
  A = 2%	B = 4%	C = -18%	D = 1.3	E = 0.0	F = -2%	G = 2%	H = -8
> COc1ccc(C(C(=O)NC2CCCCC2)N(C(=O)c2snc(C(N)=O)c2N)c2ccccc2OC)cc1 (configuration not stated)
  A = -20%	B = -5%	C = ?	D = -0.7	E = -3.2	F = 10%	G = -6%	H = 2
> COc1ccc(CC(=O)OCC(=O)c2c[nH]c3ccccc23)cc1
  A = -11%	B = 22%	C = -20%	D = -1.5	E = 0.1	F = 13%	G = -5%	H = 2
> CCn1c(=O)n(CC(=O)Nc2cc(OC)c(OC)c(OC)c2)c(=O)c2ccccc21
  A = 5%	B = 9%	C = -1%	D = -1.3	E = -0.6	F = 7%	G = -7%	H = ·
> COc1ccccc1/C=N/NC(=O)c1cc2c(ccc3ccccc32)o1
  A = 2%	B = 14%	C = -11%	D = -0.4	E = -4.7	F = -5%	G = -13%	H = -4

# Some values from above:
# Value of CCCCCC(=O)N1C[C@H](O)[C@@H](n2cc(COC(=O)c3ccccc3)nn2)C[C@@H]1c1ccccc1 under WRN helicase inh: 0%
# Value of CCOc1nc2ccccc2cc1C=O under EPAC1 antagonist: -8%
